Screening results (PubChem)
S3 lipid droplet = qHTS Assay for Lipid Storage Modulators in Drosophila S3 Cells; AID 2685; lipid storage change, negative = inhibition, % at the top dose, mostly 46.1 µM; hits show Potency in µM; 320,000 tested, 0.64% active; Drosophila S3 cells, BODIPY lipid droplet fluorescence, 18-24 h; cells fed with added oleic acid; active means well fitted inhibition curve with a large enough effect in the signal ratio, with a control signal flat, not every such curve was filed as active; inconclusive means small, poorly fitted or top-dose-only effect, or effect the other way, or a change in a side signal; the % refers to the signal ratio
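Drosophila S3 cells loaded with oleic acid (400 uM, as added) and compounds at several concentrations; lipid droplets imaged by 488-nm laser-scanning cytometry, 500–530 nm intensity and object ratio to cell channel. Percent activity normalized to 20 uM Triacsin C.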
S3 lipid droplet cell count max = recorded beside S3 lipid droplet, whose call it bears; cell number change, %; measured here: cell count max response;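 cells counted by Cell Tracker Red CMTPX staining in the red channel; peak over a dose series mostly up to 46.1 µM; percent activity relative to internal control wells on each plate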
Numbers without * were called inactive; i = inactive; ? = inconclusive; · = no result given; [ ] = another dose, or the depositor's remark. On the % scale 0 is the no-effect control and ±100 the full control effect; potency means the concentration at half of the fitted maximal effect. Not all compounds are listed; count on the stated rates, not on these rows.

item	structure	S3 lipid droplet	S3 lipid droplet cell count max
1	N=C1C(c2ccccc2)=C(O)CN1c1ccccc1	-1%	2
2	Cc1ccc(NC(=S)/N=C(\N)Nc2nc(C)c3cc(C)ccc3n2)c(C)c1	14%	1
3	COc1ccc(C(=O)Nc2ccc(Cl)cc2C(=O)NCCO)cc1	?	·
4	CCOC(=O)Cc1csc(NS(=O)(=O)c2ccc(Br)cc2)n1	25%[9.22 µM]	-3
5	COc1cc(SC)ccc1C(=O)Nc1c(C)cccc1C	-14%	-12
6	CCCNC(=S)Nc1ccc(Cl)cc1Cl	?	·
7	Cc1nn(C)cc1NC(=O)c1cc2nc(-c3ccco3)cc(C(F)(F)F)n2n1	2%	13
8	Cc1cccc(N2CCN(S(=O)(=O)c3ccc4c(c3)NC(=O)CS4)CC2)c1C	?	·
9	COc1ccccc1CN1CCNC(=O)C1CC(=O)NCCC1=CCCCC1 (configuration not stated)	-1%	6
10	CCc1ccccc1N1CC23C=CC(O2)C(C(=O)OC)C3C1=O (configuration not stated)	?	·
11	CC(=O)Nc1cccc(CNCc2cccc(NC(C)=O)c2)c1	-1%	19
12	Cc1cc(OCC(=O)N(Cc2ccco2)C2CCS(=O)(=O)C2)ccc1Cl (configuration not stated)	-2%	7
13	COc1ccc(CNC(=O)OCCN2CCN(Cc3ccccc3)CCC2=O)cc1	-3%	4
14	COc1ccc(C(CNC(=O)COc2ccc(F)cc2Cl)N2CCOCC2)cc1 (configuration not stated)	?	·
15	CCn1c(NC(=O)c2ccccc2)c(-c2cccs2)c(=O)c2ccccc21	?	·
16	N#Cc1c(SCC(=O)Nc2ccc(Cl)cc2Cl)sc2c(O)cc(=O)[nH]c12	?	·
17	O=c1c2ccccc2nc(-c2ccccc2)n1/N=C/c1ccc([N+](=O)[O-])cc1	7%	2
18	Cc1cccc(Oc2nc(-c3ccccn3)nc3ccccc23)c1	?	·
19	O=c1cc(-c2ccc(Cl)cc2)[nH]c2ccccc12	7%	4
20	CN(C)/C=N/NC(=O)c1ccccc1	?	·
21	O=S(=O)(c1ccccc1)n1nc(-c2ccccc2)nc1NCc1ccco1	14%	-16
22	COc1ccc(CCn2ccc(O)c(Cc3ccc(Cl)cc3Cl)c2=O)cc1OC	?	·
23	Nc1cc(=O)[nH]c(SCCSc2ccc(F)cc2)n1	?	·
24	NC(=O)NC(=O)COC(=O)/C=C/c1cccs1	-7%	15
25	Cc1ccc(NC(=O)CSc2nnc(-c3ccc(S(=O)(=O)N4CCOCC4)cc3)n2C)cc1	i	·
26	CC(C)(C)c1ccc(C2(C)NC(=O)N(CC(=O)Nc3ccc4c(c3)OCO4)C2=O)cc1 (configuration not stated)	0%	1
27	O=[N+]([O-])c1ccc(OCn2cncn2)cc1	?	·
28	O=c1[nH]c(CN2CCN(C/C=C/c3ccccc3)CC2)nc2cc(Cl)ccc12	?	·
29	COc1cc(CNC2CCCCCCC2)cc(Br)c1OCC#N	6%	11
30	CCCC(C)NC(=O)c1ccccc1SC (configuration not stated)	?	·
31	O=C(Cc1cccs1)NCc1cccnc1	-11%	-14
32	Cc1cccnc1NC(=O)CNC(=O)C1CCCCC1	?	·
33	Cn1c(=O)c2c(ncn2CC(COCc2ccccc2)OCc2ccccc2)n(C)c1=O (configuration not stated)	-2%	1
34	O=C(OCCNC(=O)c1cc2ccccc2oc1=O)c1cccnc1	2%	5
35	COc1ccc(NC(=O)COC(=O)[C@@H]2CCCN2C(=O)c2cccs2)c(OC)c1	-15%	0
36	CN(C)CCNc1nc2sc3c(c2c(=O)n1-c1ccccc1)CCCCC3	?	·
37	NC(=S)N/N=C1\CC(c2ccc3c(c2)OCCCO3)Oc2ccc(F)cc21 (configuration not stated)	?	·
38	Cc1c(Br)c([N+](=O)[O-])nn1C(C)C(=O)Nc1c(C)n(C)n(-c2ccccc2)c1=O (configuration not stated)	?	·
39	Nc1[nH]c(=O)[nH]c(=O)c1N=Nc1ccc(C(=O)O)cc1	?	·
40	CC(C)C[C@H](NC(=O)C1CC(=O)N(c2ccc3c(c2)OCO3)C1)C(=O)NC1CCCC1 (some centres not stated)	i	-5
41	O=C(Cn1cncn1)N1CCN(c2ccc(F)cc2)CC1	?	·
42	Cc1ccc(Nc2nc(-c3cccnc3)cs2)cc1Cl	?	·
43	CCN(C(=O)CCN1C(=O)c2ccccc2S1(=O)=O)c1ccccc1	?	·
44	O=C(Nc1cnc2ccccc2c1)N1CCOCC1	12%	-2
45	CC(C)OC(=O)C1C(=O)CC(C)(O)C(C(=O)OC(C)C)C1c1ccc([N+](=O)[O-])cc1 (configuration not stated)	?	·
46	CC(=O)N1CCCN(Cc2cn(-c3cccc(C)c3)nc2-c2cccc(F)c2)CC1	?	·
47	CC12CCC(=O)N1C(C(=O)Nc1nc(-c3ccc(F)cc3)cs1)CS2 (configuration not stated)	1%	10
48	Cn1c(SCC(=O)Nc2ccccc2F)nnc1-c1cc2ccccc2o1	?	·
49	O=C(C1CCC1)N1CCN(c2ccc(C(F)(F)F)cc2[N+](=O)[O-])CC1	0.58µM*	4.3*
50	CN(C)c1cc(=O)n2c(n1)SCCC2	-11%	-12

Compound profiles (already shown). Order of values: S3 lipid droplet | S3 lipid droplet cell count max
Entry for O=C(Nc1cnc2ccccc2c1)N1CCOCC1 : 12% | -2
Entry for CC(=O)N1CCCN(Cc2cn(-c3cccc(C)c3)nc2-c2cccc(F)c2)CC1 : ? | ·
Entry for CC(C)OC(=O)C1C(=O)CC(C)(O)C(C(=O)OC(C)C)C1c1ccc([N+](=O)[O-])cc1 (configuration not stated) : ? | ·
Entry for O=C(C1CCC1)N1CCN(c2ccc(C(F)(F)F)cc2[N+](=O)[O-])CC1 : 0.58µM* | 4.3*

New compounds follow
item	structure	S3 lipid droplet	S3 lipid droplet cell count max
51	CC(CCc1ccccc1)NC(=O)C1CCN(c2nnc(-n3cccc3)s2)CC1 (configuration not stated)	i	·
52	COc1ccc(CN2CCc3ccc(NC(=O)c4ccncc4)cc3C2)c(F)c1	?	·
53	N#C/C(=C\c1ccc(O)c(O)c1)C(=O)NCCCc1ccccc1	-8%	13
54	CCN(CC)c1ccc(/C=C2\CCC(/C=N/NC(=O)c3ccc(=O)n(C)c3)=C2N2CCOCC2)cc1	?	·
55	CCCOc1ccc(C(=O)NCC2OCCc3ccccc32)cc1OC (configuration not stated)	-2%	-2
56	CCN(c1ccccc1)S(=O)(=O)c1nnc(NC(=O)c2ccccc2OC)s1	-6%	-8
57	CCN1CCN(C(c2cc(OC)ccc2OC)c2nnnn2Cc2ccccc2)CC1 (configuration not stated)	-4%	-7
58	CCN(CC)C(=O)c1[nH]cnc1C(=O)NCc1ccc(CNC(=O)OC(C)(C)C)cc1	?	·
59	COc1ccccc1NC(=O)/C(=N/OCc1ccc(C#N)cc1)C(C)=O	8%	-5
60	COc1ccc(C)cc1NC(=O)c1ccc(CN2CCc3ccccc3C2)cc1	?	·
61	O=C1CC(c2ccc(F)cc2)Sc2ccccc2N1 (configuration not stated)	?	·
62	CC(=O)[C@@]1(O)C(C)CC2C3C=C(C)C4=Cc5c(cnn5-c5ccccc5)C[C@]4(C)C3C(O)C[C@@]21C (some centres not stated)	?	·
63	Cc1ccsc1/C=N/n1c(-c2cc(-c3ccccc3)n[nH]2)n[nH]c1=S	?	·
64	O=C(CSc1nnc(-c2cccs2)o1)N1CCCCC1	?	·
65	Cc1ccccc1NC(=O)COC(=O)CCc1nc2ccccc2c(=O)[nH]1	9%	10
66	COc1cccc(C2=NOC(C(=O)Nc3ccc(OC)c(OC)c3)C2)c1 (configuration not stated)	12µM*	·
67	COc1ccc2[nH]c(C)c(CCNC(=S)Nc3ccc(C)cc3)c2c1	-3%	-9
68	COn1c(SCc2cccnc2)nc2ccccc2c1=O	?	·
69	O=C(O)c1ccc(/C=N/n2cc(-c3ccccc3)[nH]c2=S)cc1	?	·
70	Cc1ccc(CN2CCN(Cc3cnn(-c4ccc(Cl)cc4)c3)CC2CCO)o1 (configuration not stated)	?	·
71	O=C(NCc1n[nH]c(=S)n1-c1ccc(Br)cc1)c1ccc(S(=O)(=O)N2CCCC2)cc1	?	·
72	Cc1nn(C)c(Cl)c1NC(=O)OCc1ccccc1	i	·
73	CC1=C(C(=O)Nc2ccccc2Cl)C(c2ccc(N(C)C)cc2)NC(=O)N1 (configuration not stated)	?	·
74	COc1cc(C(=O)NNC(=O)C2CC=CCC2C(=O)O)cc(OC)c1OC (configuration not stated)	-4%	-10
75	CCOC(=O)c1ccccc1NC(=O)CN(c1ccccc1OCC)S(C)(=O)=O	?	·
76	COc1ccc(-n2nc(C(=O)NCC(=O)N3CCCC3)c3ccccc3c2=O)cc1	?	·
77	O=C(O)c1cnc2[nH]c3ccccc3n2c1=O	-6%	-9
78	CCc1ccccc1NC(=O)CN(C)C(=O)CSc1nnc(Nc2cccc(C)c2)s1	?	·
79	O=C1NC2=C(C(=O)CCC2)C(c2ccccc2)N1 (configuration not stated)	?	·
80	O=C(CSc1nc2ccccc2o1)Nc1nc(-c2ccccc2)cs1	?	·
81	O=C1C2CCCN2C(c2ccc(Br)cc2)N1c1ccc(F)cc1 (configuration not stated)	?	·
82	O=C(Nc1ccc(N2CCOCC2)cc1)C1CC1	11%	20
83	O=C(c1cc(-c2ccccc2Cl)nc2ccccc12)N1CCN(c2ccccc2O)CC1	?	·
84	O=c1cc(O)c2sc3nc(-c4ccccc4)cc(C(F)(F)F)c3c2[nH]1	?	·
85	CCN(C(=O)CSc1ncnc2c1cnn2-c1ccccc1)C1CCS(=O)(=O)C1 (configuration not stated)	?	·
86	Cc1oc(-c2nc3ccccc3n2C)cc1C(=O)c1ccccc1	?	·
87	CCCc1cc(Nc2ccccc2OCC)n2ncnc2n1	-13%	-9
88	COc1ccc(N2CCN(C(=O)c3ccc(CS(=O)(=O)c4ccccc4C)o3)CC2)cc1	?	·
89	COc1cc(NC(=O)c2ccc(OC)c([N+](=O)[O-])c2)ccc1NC(=O)c1cccs1	?	·
90	CCc1cc(C(=O)c2ccc(OC)cc2)c(NC(=O)COCC(=O)O)s1	0%	4
91	O=C(CN1C(=O)CSc2ncccc21)NCCN1CCOCC1	?	·
92	Cc1ccc2sc(NC(=O)CN3C(=O)CCC3=O)nc2c1C	i	·
93	CC1CCCC(C)N1C(=O)CN1CCN(c2nc(-c3ccc(F)cc3)cs2)CC1 (configuration not stated)	?	·
94	O=C(C(=O)N1CCOCC1)c1c[nH]c2ccccc12	-7%	16
95	Cc1nc2cc(C(F)(F)F)ccc2n1C1CCN(CC(=O)NC(C)(C)C)CC1	16%	-3
96	CC(C)CC(=O)Nc1ccc2nn(-c3ccccc3)nc2c1	?	·
97	Cc1cccc(C(=O)NC(=S)NNC(=O)c2cccs2)c1	24%	-2
98	CCOc1ccc(-n2c(=O)c3c(C)c(C)sc3n(CC(=O)NCc3ccco3)c2=O)cc1	2%	-18
99	Cn1cnnc1SCC(=O)Nc1ccc(OCc2ccccc2)cc1	?	·
100	CCN(CC)CCn1c(NCc2ccc(C)o2)nc2ccccc21	1%	13

(next part)
item	structure	S3 lipid droplet	S3 lipid droplet cell count max
101	CN(C)CCNCCCOc1ccccc1-c1ccccc1	-2%	5
102	COCCCn1c(=S)[nH]c2ccc(N3CCOCC3)cc2c1=O	?	·
103	CC(C)c1[nH]nc2c1C(c1cccs1)C(C#N)=C(N)O2 (configuration not stated)	?	·
104	COc1cccc(CC(=O)OC(C)C(=O)NCc2ccc3c(c2)OCO3)c1 (configuration not stated)	?	·
105	CCCCN(C(=O)c1cc2c(s1)CCC2)c1c(N)n(CCCC)c(=O)[nH]c1=O	9%	1
106	CCOC(=O)c1c[nH]c2c(Cl)ccc(Cl)c2c1=O	13%	-10
107	CCOc1ccc(-c2cc(C(=O)NN=C3CCN(C)CC3)[nH]n2)cc1	?	·
108	NS(=O)(=O)c1ccc(NNC(=O)c2ccc(F)cc2F)cc1	-16%	-28
109	CSCCC(C(=O)N1C[C@]2(C)C[C@H]1CC(C)(C)C2)N1C(=O)c2ccccc2C1=O (some centres not stated)	-1%	-16
110	CCCCN(C)C(=O)C(Cc1ccccc1)NS(=O)(=O)c1ccc2c(c1)CCC(=O)N2 (configuration not stated)	?	·

Entries by screen from the list:
S3 lipid droplet for nos. 64 to 67, in order: ?, 9%, 12µM*, -3%

The listing continues.
item	structure	S3 lipid droplet	S3 lipid droplet cell count max
111	CC(=O)Nc1ccc(S(=O)(=O)Oc2ccc(C=O)cc2)cc1	?	·
112	COC(=O)CSc1nnc2n1C(C)(C)Cc1ccccc1-2	?	·
113	O=C(NC(=S)NNC(=O)c1cc2ccccc2cc1O)c1ccco1	?	·
114	O=C(CCC(=O)NNC(=O)Nc1ccc(Cl)cc1)NCc1ccccc1	-13%	-1
115	COc1ccccc1OCC(=O)NC1CCCc2ccccc21 (configuration not stated)	i	-1
116	COC(=O)c1ccc(CSc2nnc(NC(=O)c3cc4c(s3)CCCC4)s2)cc1	?	·
117	O=C(/C=C/c1ccc(F)cc1)NNC(=O)CCN1CCN(Cc2ccccc2)CC1	27%	·
118	CCCCCC(O)(c1ccc(OC)cc1)C(CN1CCOCC1)c1ccccc1 (configuration not stated)	?	·
